ELG1 DNA repair – qHTS screen for small molecules that inhibit ELG1-dependent DNA repair in human embryonic kidney (HEK293T) cells expressing luciferase-tagged ELG1; HEK293T ELG1-luciferase reporter, luminescence, 16 h; DNA damage induced by 5-fluorouridine; Potency, µM (doses to about 46.1 µM), inactives show at the highest dose activity change, negative = inhibition, most hits filed as inhibitors; hit rate 2.3% among 330,000; AID 504467, 2011; further: potency means the concentration at half of the fitted maximal effect; on the % scale 0 is the no-effect control and ±100 the full control effect; nearly all actives have a fitted effect of over 55% in size
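Quantitative HTS, concentration-response format. 2,000 cells/well co-treated with 5-fluorouridine and compound, 16 hr in 5% CO2 at 37 °C; ONE-Glo luminescence read after 30 min.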
PTAP TSG101 blk – qHTS Assay for Iinhibitors of HIV-1 Budding by Blocking the Interaction of PTAP/TSG101; Fluorescence polarization, FITC-PTAP peptide / Tsg101 binding; Potency, µM (titrated, usually from 115 µM), without a hit: top-dose activity change, negative = inhibition, actives largely listed as inhibitors; 340,000 tested, under 10 active; active means well fitted inhibition curve with a large enough effect in the main read-out, with a control signal flat, not every such curve was filed as active; inconclusive means small, poorly fitted or top-dose-only effect, or effect the other way, or a change in a side signal; inactive means no such curve, though single readings can be large or run the other way; further: potency means the concentration at half of the fitted maximal effect; % of control where 0% means no effect
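Fluorescence polarization binding of Tsg101 binding domain (10 uM final) to FITC-labeled PTAP peptide (50 nM final) in HEPES pH 7.5 buffer with NaCl, Tween 20, EDTA, TCEP. Compounds added before peptide; binding 20 min at RT.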
B2AR arrestin – qHTS assay of beta-arrestin-biased ligands of beta2-adrenergic receptor; Beta-2 adrenergic receptor (Homo sapiens), P07550; beta-arrestin recruitment to beta2AR, cell-based reporter; Potency, µM (top dose mostly 46.1 µM), inactives show at the top dose activation, hits mostly activators; hit rate 0.02% among 330,000; AID 492947, 2010;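 further: potency means the concentration at half of the fitted maximal effect; 0% = DMSO controls and full agonism = EC100 isoproterenol or metaproterenol; nearly all actives have a fitted effect of over 65% in size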
TRPV1 agonist – HTS Assay for Compounds that Act as Agonists of the Vanilloid Receptor 1 | Transient receptor potential cation channel subfamily V member 1 (Homo sapiens), Q8NER1 | activation, % at 8.33 µM | TRPV1-expressing cells, Fluo-8 calcium influx, agonist mode | hit rate 0.19% among 320,000 | AID 540275, 2011; in the data active means activation above about 80%; inconclusive means between about 30% and that limit; further: 0% is about no effect
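Fluo-8 calcium influx in TRPV1-expressing cells, kinetic read (ex 480/em 520 nm). Compound added and read 3 min for agonist activity, followed by capsaicin at EC20 final and 2 min further read for enhancement.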
MLL CXXC-DNA inh – qHTS Fluorescence Polarization Assay for Inhibitors of MLL CXXC domain - DNA interaction. Histone-lysine N-methyltransferase 2A (Homo sapiens), Q03164. MLL-CXXC / FITC-HOXA9 DNA fluorescence polarization. Potency, µM (top dose mostly 115 µM), inactives show at the top dose activity change, negative = inhibition, usual class: inhibitors. hit rate 0.037% among 290,000. AID 2662, 2010; active means well fitted inhibition curve with a large enough effect in the polarisation, with a control signal flat, not every such curve was filed as active; inconclusive means small, poorly fitted or top-dose-only effect, or effect the other way, or a change in a side signal; inactive means no such curve, though single readings can be large or run the other way; the % refers to the polarisation; further: potency means the concentration at half of the fitted maximal effect
Target sequence (Q03164 whole entry, looked up, the tested form may be a part): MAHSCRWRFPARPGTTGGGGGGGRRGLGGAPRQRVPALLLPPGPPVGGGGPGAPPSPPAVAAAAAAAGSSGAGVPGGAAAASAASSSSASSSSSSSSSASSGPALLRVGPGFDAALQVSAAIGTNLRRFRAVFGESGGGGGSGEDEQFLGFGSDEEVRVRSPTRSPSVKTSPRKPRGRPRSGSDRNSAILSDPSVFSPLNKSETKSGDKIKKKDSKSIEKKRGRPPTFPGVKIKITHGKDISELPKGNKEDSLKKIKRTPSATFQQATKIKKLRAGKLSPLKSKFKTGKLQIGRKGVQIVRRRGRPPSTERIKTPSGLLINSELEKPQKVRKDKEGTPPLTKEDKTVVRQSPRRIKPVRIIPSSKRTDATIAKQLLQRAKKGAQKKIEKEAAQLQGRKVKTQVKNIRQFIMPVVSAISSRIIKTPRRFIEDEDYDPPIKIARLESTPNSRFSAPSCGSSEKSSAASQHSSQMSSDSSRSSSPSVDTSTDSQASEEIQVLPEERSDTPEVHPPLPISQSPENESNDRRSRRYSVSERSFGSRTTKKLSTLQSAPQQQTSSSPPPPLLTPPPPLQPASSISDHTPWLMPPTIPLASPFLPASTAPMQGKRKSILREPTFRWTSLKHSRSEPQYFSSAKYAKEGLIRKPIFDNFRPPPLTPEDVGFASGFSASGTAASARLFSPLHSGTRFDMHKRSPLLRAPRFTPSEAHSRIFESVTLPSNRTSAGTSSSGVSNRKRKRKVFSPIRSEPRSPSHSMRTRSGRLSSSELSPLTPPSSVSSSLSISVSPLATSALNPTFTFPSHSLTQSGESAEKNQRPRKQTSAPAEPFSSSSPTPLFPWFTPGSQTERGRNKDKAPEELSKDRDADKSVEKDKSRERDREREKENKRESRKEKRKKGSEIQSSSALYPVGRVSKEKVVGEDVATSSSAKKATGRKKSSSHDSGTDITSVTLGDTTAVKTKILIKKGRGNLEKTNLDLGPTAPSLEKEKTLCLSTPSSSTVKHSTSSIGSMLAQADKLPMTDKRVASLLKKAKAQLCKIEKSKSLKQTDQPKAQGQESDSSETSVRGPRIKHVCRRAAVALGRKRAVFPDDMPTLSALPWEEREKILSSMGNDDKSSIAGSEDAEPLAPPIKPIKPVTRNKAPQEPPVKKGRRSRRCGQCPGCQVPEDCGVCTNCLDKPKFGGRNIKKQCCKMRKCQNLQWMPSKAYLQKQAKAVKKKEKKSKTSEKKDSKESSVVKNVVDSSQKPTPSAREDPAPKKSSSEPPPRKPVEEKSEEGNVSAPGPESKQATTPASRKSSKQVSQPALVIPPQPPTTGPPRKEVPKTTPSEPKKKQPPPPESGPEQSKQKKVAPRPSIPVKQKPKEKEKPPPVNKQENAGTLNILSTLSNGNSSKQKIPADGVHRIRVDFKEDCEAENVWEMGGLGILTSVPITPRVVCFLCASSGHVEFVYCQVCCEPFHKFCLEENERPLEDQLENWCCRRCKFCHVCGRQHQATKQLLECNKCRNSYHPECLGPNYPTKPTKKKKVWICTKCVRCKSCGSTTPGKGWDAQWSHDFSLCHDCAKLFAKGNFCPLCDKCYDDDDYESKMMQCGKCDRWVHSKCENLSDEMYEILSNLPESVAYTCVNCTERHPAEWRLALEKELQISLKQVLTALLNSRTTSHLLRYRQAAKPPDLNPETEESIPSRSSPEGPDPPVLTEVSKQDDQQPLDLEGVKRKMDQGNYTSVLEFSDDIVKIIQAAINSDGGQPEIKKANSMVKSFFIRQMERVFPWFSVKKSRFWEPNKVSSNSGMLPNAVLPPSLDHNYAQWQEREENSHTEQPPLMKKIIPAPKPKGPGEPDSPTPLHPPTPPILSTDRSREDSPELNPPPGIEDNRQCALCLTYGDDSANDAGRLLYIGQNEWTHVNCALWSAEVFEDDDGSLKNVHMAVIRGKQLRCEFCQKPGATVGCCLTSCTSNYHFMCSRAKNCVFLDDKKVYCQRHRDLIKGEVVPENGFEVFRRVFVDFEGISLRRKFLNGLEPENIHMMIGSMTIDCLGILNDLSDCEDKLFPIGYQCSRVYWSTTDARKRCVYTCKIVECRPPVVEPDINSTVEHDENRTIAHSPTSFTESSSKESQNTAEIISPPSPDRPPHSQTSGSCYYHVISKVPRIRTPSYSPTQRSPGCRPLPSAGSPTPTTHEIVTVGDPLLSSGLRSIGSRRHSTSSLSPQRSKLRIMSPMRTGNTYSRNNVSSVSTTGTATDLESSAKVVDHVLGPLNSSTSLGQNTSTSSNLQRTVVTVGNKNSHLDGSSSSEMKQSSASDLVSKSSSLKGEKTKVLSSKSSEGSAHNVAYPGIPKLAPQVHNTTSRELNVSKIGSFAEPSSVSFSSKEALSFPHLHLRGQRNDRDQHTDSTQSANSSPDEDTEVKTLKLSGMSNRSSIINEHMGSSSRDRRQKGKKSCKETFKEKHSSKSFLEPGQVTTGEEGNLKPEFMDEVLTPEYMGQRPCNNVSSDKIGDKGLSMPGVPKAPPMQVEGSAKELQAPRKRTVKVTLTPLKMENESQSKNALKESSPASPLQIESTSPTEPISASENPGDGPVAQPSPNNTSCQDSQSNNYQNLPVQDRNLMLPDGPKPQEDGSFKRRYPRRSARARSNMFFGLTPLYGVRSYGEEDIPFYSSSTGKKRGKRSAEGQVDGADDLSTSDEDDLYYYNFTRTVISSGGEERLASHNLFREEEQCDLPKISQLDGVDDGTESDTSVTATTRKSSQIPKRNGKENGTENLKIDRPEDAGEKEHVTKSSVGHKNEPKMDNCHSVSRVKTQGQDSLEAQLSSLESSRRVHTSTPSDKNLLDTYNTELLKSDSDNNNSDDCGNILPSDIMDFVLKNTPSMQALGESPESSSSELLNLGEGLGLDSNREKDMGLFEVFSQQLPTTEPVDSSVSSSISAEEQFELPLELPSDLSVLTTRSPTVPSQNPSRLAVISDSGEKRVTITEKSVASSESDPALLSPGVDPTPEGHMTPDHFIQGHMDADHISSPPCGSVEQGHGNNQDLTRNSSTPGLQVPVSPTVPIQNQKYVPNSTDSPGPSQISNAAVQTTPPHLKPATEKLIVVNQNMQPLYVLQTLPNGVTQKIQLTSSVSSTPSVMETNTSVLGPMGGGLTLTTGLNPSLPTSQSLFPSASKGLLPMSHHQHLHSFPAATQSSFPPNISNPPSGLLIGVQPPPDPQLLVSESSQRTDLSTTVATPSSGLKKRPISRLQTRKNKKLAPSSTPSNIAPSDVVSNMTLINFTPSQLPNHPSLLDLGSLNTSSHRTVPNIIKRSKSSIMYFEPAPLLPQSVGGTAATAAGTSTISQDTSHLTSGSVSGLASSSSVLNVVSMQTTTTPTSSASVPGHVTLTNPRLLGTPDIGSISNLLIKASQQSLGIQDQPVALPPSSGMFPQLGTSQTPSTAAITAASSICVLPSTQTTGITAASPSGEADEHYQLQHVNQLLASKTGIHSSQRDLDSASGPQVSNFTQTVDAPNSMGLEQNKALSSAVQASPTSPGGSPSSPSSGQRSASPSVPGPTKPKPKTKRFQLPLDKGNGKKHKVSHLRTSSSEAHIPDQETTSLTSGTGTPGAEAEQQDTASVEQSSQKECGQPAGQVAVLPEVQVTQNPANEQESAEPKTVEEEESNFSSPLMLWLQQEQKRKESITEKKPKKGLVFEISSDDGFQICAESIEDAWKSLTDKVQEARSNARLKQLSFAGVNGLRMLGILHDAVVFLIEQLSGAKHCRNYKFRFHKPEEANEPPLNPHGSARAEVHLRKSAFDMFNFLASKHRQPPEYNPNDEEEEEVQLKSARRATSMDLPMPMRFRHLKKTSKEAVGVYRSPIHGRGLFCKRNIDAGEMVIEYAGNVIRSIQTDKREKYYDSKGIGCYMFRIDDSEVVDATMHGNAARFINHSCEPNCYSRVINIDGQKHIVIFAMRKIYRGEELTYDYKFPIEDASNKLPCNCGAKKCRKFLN
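Purified MLL-CXXC (added from a 7 uM solution) was preincubated 5 min at ambient with pinned compounds in 50 mM Tris-HCl pH 7.5, 50 mM NaCl, 1 mM DTT, 0.05% BSA. Fluorescein-labeled HOX-A9 DNA (50 nM solution) followed, 30 min, then polarization read.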
p53 reactivator – qHTS assay for re-activators of p53 using a Luc reporter | H1299 p53-A138V BP100-luciferase reporter, luminescence, 24 h | Potency, µM (series often up to 92.2 µM), for inactives: at the highest dose activity change, positive = activation, most hits filed as activators | hit rate 0.063% among 320,000 | AID 504706, 2011; further: potency means the concentration at half of the fitted maximal effect; % of control where 0% means no effect; nearly all actives have a fitted effect of over 45% in size
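p53-null H1299 cells stably carrying temperature-sensitive p53-A138V and a BP100-luciferase reporter were pinned with compounds (4-point, 1:5 series) and held 24 hrs at 37 deg C. Luminescence was read 10 min after detection reagent.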
Integrin act MD – qHTS for Activators of Integrin-Mediated Alleviation for Muscular Dystrophy. alpha7betagal myoblasts, beta-gal FDG fluorescence, 48 h. Potency, µM (highest dose often 38.3 µM), inactives show top-dose activation, hits mostly activators. hit rate 0.064% among 350,000. AID 624291, 2012;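 further: potency means the concentration at half of the fitted maximal effect; 100% = response of the positive control SU9516; nearly all actives have a fitted effect of over 60% in size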
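alpha7betagal+/- myoblasts (passage 13, 250/well) treated 48 h at 37C with compounds at 1:260 dilution of DMSO stock. Lysed, then beta-galactosidase activity read as FDG fluorescence (ex 480/em 540) after 30 min, with pre-read for autofluorescence.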
A-T KAP1 phos – qHTS Assay for Identifying a Potential Treatment of Ataxia-Telangiectasia; […] A-T fibroblasts, KAP-1 phosphorylation AlphaLISA; neocarzinostatin DNA damage 30 min before lysis; hit rate 0.19% among 320,000; AID 485349, 2010; Potency, µM (highest dose often 57.5 µM), inactives show top-dose activation, actives largely listed as activators; further: potency means the concentration at half of the fitted maximal effect; % of control where 0% means no effect; nearly all actives have a fitted effect of over 45% in size
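ATM-like activity read as KAP-1 phosphorylation via AlphaLISA donor/acceptor antibody pairs after lysis and 6 hr at 25C. Cells were ATM-null patient fibroblasts ([…], hTERT), dosed 60 min, then exposed to the DSB inducer NCS for 30 min.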
BRCA1 expr act – qHTS Assay to Identify Small Molecule Activators of BRCA1 Expression; MCF7-BRCA1-FFLuc reporter, luminescence, 48 h; response scale: scaled: vehicle 0%, 10 µM genistein 100%; Potency, µM (doses to about 46.1 µM), without a hit: top-dose activation, most hits filed as activators; hit rate 1.1% among 380,000; further: potency means the concentration at half of the fitted maximal effect; nearly all actives have a fitted effect of over 80% in size; some results filed as inactive show a strong effect at the top dose
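48 h compound treatment of MCF7-BRCA1-FFLuc cells (phenol-red free MEM, 37 °C), then 15 min with luciferase substrate and luminescence imaging.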
TCR act – Activators of T cell receptors: qHTS campaign. primary human leukocytes, anti-CD3, IL-2 HTRF, 48 h. Potency, µM (titrated, usually from 9.22 µM), for the others: at the top dose activation of IL-2 secretion, hits mostly activators. 330,000 tested, under 10 active. AID 504894, 2011; further: % of control where 0% means no effect
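1) Mix primary human leukocytes, a-CD3 beads and compound. 2) Incubate 48 hr. 3) Add HTRF IL-2 reagents (a-IL-2-K, a-IL-2-d2).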
* marks the source's active call; other numbers are inactive results; ? = inconclusive; / = not tested or not shown; [ ] = remark or other dose. Unless noted, the call rests on the fitted dose curve; in most records, active means well fitted curve in the direction sought with a large enough effect; inconclusive means small, poorly fitted or top-dose-only effect, or another doubt; inactive means no such curve, though single readings can be large; an effect the other way counts as inactive or inconclusive. Rows are unselected (roughly 3.8% active in at least one column).

SMILES	ELG1 DNA repair	PTAP TSG101 blk	B2AR arrestin	TRPV1 agonist	MLL CXXC-DNA inh	p53 reactivator	Integrin act MD	A-T KAP1 phos	BRCA1 expr act	TCR act
Cc1cc(C)n2nc(SCC(=O)N3CCOCC3)nc2n1	3%	-4%	-0.1%	-2	/	2%	-14%	-1%	1%	-2%
Cc1cccc(CSCCNC(=O)Nc2ccccc2)c1	-1%	-8%	-0.3%	?	13%	16%	-13%	-4%	36%	-3%[46.1 µM]
COc1cccc(N2CC(NS(=O)(=O)c3cccs3)CC2=O)c1 (stereo not given)	-21%	-7%	-0.8%	-9	/	0%	-22%	1%	14%	1%
Cc1ccc(N2C(=S)NC3c4cc(Cl)ccc4OC2(C)C3C(=O)N(C)C)cc1 (stereo not given)	6%	0%	-0.8%	3	1%	4%	11%	-2%	-2%	0%
Cc1cc(C)cc(N=C2NC(=O)CS2)c1	24%	-4%	-0.5%	-3	-2%	/	2%	2%	-19%	/
CC1CCCCN1C(=O)CSc1nnc(-c2ccco2)n1C (stereo not given)	14%	-1%	0.6%	-5	1%	14%	14%	13%	3%	3%
Cc1nc(N2CCN(C)CC2)c2c(C)c(C(=O)Nc3ccc(C)c(F)c3)sc2n1	-14%	-2%	-0.1%	24	2%	-3%	-33%	1%	-7%	9%
c1ccc(CN2CCC3(CC2)Nc2ccccc2S3)cc1	?	4%	-0.4%	7	-1%	-2%	-13%	-7%	-36%	-4%
C=CCn1c(SCc2nc3c(c(=O)[nH]c(=O)n3CCCC)n2CCC)nnc1-c1ccccc1	18µM*	-6%	-0.1%	6	-7%	0%	-6%	6%	-17%	-5%
O=C(NC1CC1)C1CCN(S(=O)(=O)c2ccc(Cl)cc2)CC1	5%	-2%	-0.4%	2	8%	-3%	3%	3%	3%	11%
Cc1nc2cccnc2nc1C	0%	0%	-0.1%	-3	4%	-1%	-26%	-4%	-2%	10%
COc1cccc(NC(=O)C(=O)N/N=C/c2cc(C)n(-c3ccc(Cl)c(Cl)c3)c2C)c1	?	7%	-0.1%	0	-2%	18%	-55%[inhibitor]	9%	13%	-5%
CCc1ccc2c(CC(=O)Nc3nnc(C4CC4)s3)coc2c1	?	1%	0.4%	-2	13%	-5%	-2%	-2%	5%	1%
Cc1ccc(N(Cc2cc3cc(C)ccc3[nH]c2=O)C(=O)c2cccs2)cc1	-5%	-5%	0.4%	-4	-7%	-4%	-11%	/	-21%	-1%[46.1 µM]
O=C(NCc1cccs1)C(=O)c1cn(CC(=O)N2CCOCC2)c2ccccc12	-2%	-2%	-0.9%	-1	5%	-1%	2%	-5%	-10%	4%
O=C(/C=C/c1ccccc1)c1c[nH]c2ccccc12	?	-2%	-0.5%	?	-4%	14%	-31%	-4%	50%	-1%
O=C(Cc1ccccc1)Nc1cccc(C(=O)O)c1O	18%	-4%	-0.1%	0	-1%	-2%	20%	6%	1%	-1%
O=C(NCc1ccccc1)N1CCNCC1	-19%	0%	0.1%	-1	-8%	/	-12%	9%	-22%	/
c1ccc(NC2=NCCN2CC2CCCC2)cc1	18%	-3%	-0.5%	0	4%	18%	2%	2%	7%	1%
CN(Cc1ccccc1)C(=O)CSc1nc2ccccc2[nH]1	?	-6%	-0.2%	19	12%	22%	-5%	-1%	?	-4%
COc1cc2ccccc2cc1C(=O)N1CCc2ccccc21	?	-2%	2.6%	14	/	-9%	-12%	14%	-69%	0%
O=C(NCC(c1cccnc1)N1CCOCC1)c1ccc2c(c1)OCO2 (stereo not given)	-4%	-3%	-0.1%	2	-2%	11%	17%	2%	9%	2%[46.1 µM]
O=C(OC(C(=O)NC1CCCCC1)c1ccccc1F)c1ccco1 (stereo not given)	8%	-5%	-0.1%	1	-6%	-9%	0%	2%	-8%	-3%
Cc1ccccc1CC1(CO)CCCN(Cc2nc(-c3cccs3)oc2C)C1 (stereo not given)	-6%	-3%	0.1%	14	-2%	-2%	-21%	0%	-17%	-1%
CC(C)(C)Nc1cccccc1=O	4%	-1%	-0.4%	4	2%	1%	7%	0%	0%	-5%
CC1(C)N=C(SCC(=O)Nc2ccc(Cl)cc2Cl)C(c2ccccc2)=N1	-27%	-6%	0.0%	14	2%	-2%	-22%	4%	-41%	-20%
COC(=O)[C@]1(Cc2ccccc2)N[C@H](c2ccc(-c3cc(C(C)=O)cs3)cc2)[C@@H]2C(=O)N(C)C(=O)[C@@H]21	8%	-3%	-0.1%	-1	/	-4%	-1%	7%	-4%	12%
CC(C)(C)NC(=O)COC(=O)c1cc(F)c(F)cc1Cl	0%	-4%	-0.2%	7	-1%	5%	-6%	-4%	-14%	-11%
COc1ccc(C(=O)NC2CCCN(Cc3ccccc3F)C2)c(OC)c1OC (stereo not given)	?	-9%	-1.1%	29	5%	/	-1%	3%	0%	-2%
Cc1noc(C)c1COC(=O)CCC(=O)c1ccc(F)cc1	9%	-3%	0.2%	-1	-3%	-3%	21%	6%	-21%	8%
COc1ccc(/C=N/Nc2nc(-c3cccnc3)nc3ccccc23)c(OC)c1	?	1%	0.0%	/	62%[activator]	-1%	-29%	30%	-27%	-7%
C=C(C)COc1ccc(-c2[nH]ncc2-c2ccc(OC)cc2)c(O)c1	?	-7%	-0.8%	-5	7%	-10%	-13%	-19%	1%	-9%
O=C(N[C@@H](Cc1c[nH]c2ccccc12)C(=O)NC1CC1)c1ccccc1Cl	?	-3%	-0.1%	1	2%	?	16%	-5%	-65%	-5%[46.1 µM]
CCCCOc1cccc(-c2nnc(NC(=O)CSc3ccc(C)cc3)s2)c1	6%	-13%	-0.5%	0	10%	1%	8%	-4%	8%	0%[46.1 µM]
COc1ccc(NC(=O)NCCN2C(=O)C3C4C=CC(C4)C3C2=O)cc1 (stereo not given)	?	0%	0.2%	0	-7%	?	-36%	-1%	102%	5%[46.1 µM]
COC(=O)C1CCCN1C(C(=O)NC1CCCCC1)c1ccc(Cl)cc1 (stereo not given)	13%	-1%	-0.6%	10	6%	3%	14%	2%	-37%	-2%
COc1ccc(S(=O)(=O)N2CCCCCC2)cc1C(=O)NCCOc1ccc(C)cc1	?	0%	-0.1%	16	/	-3%	9%	-1%	-76%	2%
Cc1c(OCc2nn[nH]n2)ccc2c3c(c(=O)oc12)CCCC3	-9%	-12%	0.6%	0	-8%	0%	16%	-14%	7%	3%
CC(=O)C12OC(C)(C)OC1CC1C3CCC4=CC(=O)C=CC4(C)C3(F)C(O)CC12C (stereo not given)	/	-4%	/	/	/	/	14%	/	-24%	-6%
COC(=O)Cc1c(C)nc2nc(-c3ccc(Cl)cc3)[nH]n2c1=O	?	-6%	0.6%	2	4%	8%	-3%	-2%	44%	-4%
CSc1ccccc1NC(=O)C1=CC(c2ccc(C)cc2)=NS(=O)(=O)N1C	?	-1%	-0.1%	4	/	17%	-12%	2%	-7%	-1%
O=C(NCCn1cccn1)C1CCC(=O)N(CCc2cccc(F)c2)C1 (stereo not given)	?	-3%	-0.1%	-1	5%	14%	?	-3%	12%	4%
COc1cc(/C=C2\CCCc3c2nc2ccccc2c3C(=O)O)cc([N+](=O)[O-])c1O	-2%	-6%	0.3%	-3	-22%	0%	16%	-9%	-13%	3%
CCN(CC)C1CCN(C(=O)c2cc(COc3ccc(-n4cncn4)cc3)on2)C1 (stereo not given)	19%	-1%	4.3%	9	-5%	7%	-4%	11%	3%	16%
Cc1ccccc1NC(=O)CS(=O)(=O)c1cn(CC(=O)N2CCOCC2)c2ccccc12	-7%	1%	0.0%	1	1%	-2%	-11%	-1%	0%	3%
CN(C)c1ccc(C#Cc2ccc3cc(CCCO)oc(=O)c3c2)cc1	?	-6%	-2.1%	1	/	23%	-20%	5%	3.2µM*	-7%
Cc1[nH]c2ccccc2c1/C=C(\C#N)S(=O)(=O)c1ccccc1	0%	-3%	-1.1%	13	13%	-3%	-30%	0%	-15%	1%

Two compounds picked at random from those above, as already listed:
SMILES	ELG1 DNA repair	PTAP TSG101 blk	B2AR arrestin	TRPV1 agonist	MLL CXXC-DNA inh	p53 reactivator	Integrin act MD	A-T KAP1 phos	BRCA1 expr act	TCR act
CN(C)c1ccc(C#Cc2ccc3cc(CCCO)oc(=O)c3c2)cc1	?	-6%	-2.1%	1	/	23%	-20%	5%	3.2µM*	-7%
Cc1[nH]c2ccccc2c1/C=C(\C#N)S(=O)(=O)c1ccccc1	0%	-3%	-1.1%	13	13%	-3%	-30%	0%	-15%	1%
